Screening data as filed in PubChem BioAssay.
MBNL1 CUG block: MBNL1-poly(CUG) RNA binding inhibition; TR-FRET MBNL1-His/biotin-(CUG)12 binding, 665/545 ratio; Potency, µM (doses to about 57.5 µM), for the others: at the highest dose activity change, negative = inhibition, actives largely listed as inhibitors; 280,000 compounds, 0.036% hits; active = well fitted inhibition curve with a large enough effect in the signal ratio, with a control signal flat, not every such curve was filed as active; inconclusive = small, poorly fitted or top-dose-only effect, or effect the other way, or a change in a side signal; inactive = no such curve, though single readings can be large or run the other way; the % refers to the signal ratio; note: potency is the fitted concentration of half-maximal effect; % is set by controls: 0 for no effect and ±100 for the full control effect
Target sequence (Q9NR56 whole entry, looked up): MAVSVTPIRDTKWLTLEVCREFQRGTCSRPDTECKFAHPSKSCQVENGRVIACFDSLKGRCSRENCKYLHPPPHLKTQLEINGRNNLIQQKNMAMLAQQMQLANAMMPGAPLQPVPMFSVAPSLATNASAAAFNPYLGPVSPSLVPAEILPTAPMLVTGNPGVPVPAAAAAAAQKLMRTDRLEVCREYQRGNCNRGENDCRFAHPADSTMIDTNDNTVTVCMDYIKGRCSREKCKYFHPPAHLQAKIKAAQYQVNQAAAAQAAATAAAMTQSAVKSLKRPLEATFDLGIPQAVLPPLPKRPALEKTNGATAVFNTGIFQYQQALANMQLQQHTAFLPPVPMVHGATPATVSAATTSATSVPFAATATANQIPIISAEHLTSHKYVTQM
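Compounds (final 92 nM to 58 uM) are added to His-tagged MBNL1 and biotin-(CUG)12, then terbium anti-His antibody and streptavidin-XL665 (5 nM final). After 60 min at room temperature, the 665/545 nm ratio is read.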
NPC1 prom act: NPC1 promoter activation; Huh7 NPC1 promoter luciferase reporter, 24 h; Potency, µM (titrated, usually from 9.22 µM), for the others: at the top dose activation, most hits filed as activators; 320,000 compounds, 2.4% hits;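 note: potency is the fitted concentration of half-maximal effect; % of control where 0% means no effect; nearly all actives have a fitted effect of over 60% in size; reporter is driven by a mutant NPC1 promoter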
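Compounds in DMSO were transferred onto Huh7 NPC1-luciferase reporter cells pre-incubated 2 h; after 24 h at 37 °C, Amplite reagent was dispensed and luminescence recorded 10 min later.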
ELG1 DNA repair: ELG1-dependent DNA repair inhibition | Potency, µM (top dose mostly 46.1 µM), for inactives: at the top dose activity change, negative = inhibition, most hits filed as inhibitors | 330,000 compounds, 2.3% hits | HEK293T ELG1-luciferase reporter, luminescence, 16 h; DNA damage induced by 5-fluorouridine; note: potency is the fitted concentration of half-maximal effect; % is set by controls: 0 for no effect and ±100 for the full control effect; nearly all actives have a fitted effect of over 55% in size
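Step one: seed 2,000 cells per well. Step two: pin-transfer compound or DMSO alongside 5-fluorouridine. Step three: incubate 16 hr, 37 °C, 5% CO2. Step four: add ONE-Glo, wait 30 min, read luminescence.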
PKM2 act: increases activity of human pyruvate kinase M2 | 260,000 compounds, 0.34% hits | AID 1631 | purified PKM2, Kinase-Glo ATP luminescence, activation; response scale: 0% is enzyme alone, no compound | Potency, µM (highest dose often 57.5 µM), inactives show at the top dose activation, most hits filed as activators; note: potency is the fitted concentration of half-maximal effect; % is set by controls: 0 for no effect and ±100 for the full control effect; nearly all actives have a fitted effect of over 55% in size
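Purified hPK-M2 (>95% pure) converted ADP (0.1 mM final) to ATP with 0.5 mM PEP in 50 mM imidazole pH7.2, KCl, MgCl2, Tween 20, BSA; 1 h at room temperature. ATP detected by Kinase-Glo luminescence.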
Menin-MLL TR inh: menin-MLL binding inhibition, Texas Red mutant peptide | Potency, µM (highest dose often 61.6 µM), for inactives: at the top dose FP activity change, negative = inhibition, hits mostly inhibitors | 270,000 compounds, 0.23% hits | Menin + Texas Red MLL mutant peptide, fluorescence polarization | O00255 | AID 1768; active = well fitted inhibition curve with a large enough effect in the polarisation, with a control signal flat, not every such curve was filed as active; inconclusive = small, poorly fitted or top-dose-only effect, or effect the other way, or a change in a side signal; inactive = no such curve, though single readings can be large or run the other way; the % refers to the polarisation; note: potency is the fitted concentration of half-maximal effect; % of control where 0% means no effect; many of its hits are not listed in these tables
FLuc counter: counter-screen for miR-21 project: firefly luciferase inhibitors or activators. P08659. purified FLuc, Km substrates, luminescence inhibition. Potency, µM (top dose mostly 57.5 µM), for the others: at the top dose activity change, negative = inhibition, actives largely listed as inhibitors. 360,000 compounds, 6.9% hits;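 note: potency is the fitted concentration of half-maximal effect; plate controls were vehicle for no effect and reference inhibitor for full effect; nearly all actives have a fitted effect of over 55% in size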
Target sequence (P08659 whole entry, looked up): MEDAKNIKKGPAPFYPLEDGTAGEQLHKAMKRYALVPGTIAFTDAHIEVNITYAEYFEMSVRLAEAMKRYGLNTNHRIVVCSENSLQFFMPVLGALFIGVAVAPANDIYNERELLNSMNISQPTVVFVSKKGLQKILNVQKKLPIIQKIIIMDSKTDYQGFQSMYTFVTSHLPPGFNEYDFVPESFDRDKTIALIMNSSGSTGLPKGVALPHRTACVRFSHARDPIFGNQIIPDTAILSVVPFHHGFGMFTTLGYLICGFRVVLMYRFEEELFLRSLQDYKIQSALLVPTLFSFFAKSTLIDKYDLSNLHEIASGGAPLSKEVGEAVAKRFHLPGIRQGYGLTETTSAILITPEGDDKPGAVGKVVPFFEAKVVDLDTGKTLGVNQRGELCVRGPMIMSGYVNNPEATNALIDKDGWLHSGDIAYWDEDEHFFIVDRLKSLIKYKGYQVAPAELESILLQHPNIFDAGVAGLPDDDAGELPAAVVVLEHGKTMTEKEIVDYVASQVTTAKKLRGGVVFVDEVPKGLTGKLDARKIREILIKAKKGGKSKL
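Purified P. pyralis luciferase, 10 nM final, with Km-level 10 uM D-luciferin and 10 uM ATP in 50 mM Tris acetate pH 7.5, 10 mM Mg acetate, 0.01% Tween-20, 0.05% BSA; 6-point qHTS titration about 60 µM downward; luminescence read.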
KCNH2 3.1 inh: KCNH2 3.1 (human) potassium channel inhibition | U2OS KCNH2 3.1, thallium flux FluxOr; hits give low values | activity change, % (tested at about 1.8 µM) | 340,000 compounds, 0.95% hits;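 active = maximum activity change below -70%; inconclusive = maximum activity change from -70% to -50%; inactive = maximum activity change above -50%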;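 note: thallium influx rate constant from kinetic fluorescence after stimulation buffer; % is set by controls: 0 for no effect and ±100 for the full control effect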
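Normalized rate constant (relative to positive and negative DMSO controls) derived from a 2 min kinetic fluorescence read after stimulation; U2OS cells expressing the 3.1 isoform via virus at 1.77 x 10^8 /mL.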
VP16 counter: Gal4-VP16 reporter inhibition counter-screen; 310,000 compounds, 3.5% hits; Potency, µM (highest dose often 53.6 µM), for inactives: top-dose activity, negative = inhibition, most hits filed as inhibitors; Drosophila S2 Gal4-VP16 UAS-luciferase, luminescence, 20 h;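 note: Gal4-VP16 expression switched on by copper sulfate through the metallothionein promoter; potency is the fitted concentration of half-maximal effect; % is set by controls: 0 for no effect and ±100 for the full control effect; nearly all actives have a fitted effect of over 50% in size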
Rab9 promoter act: Rab9 promoter activation | Huh7 Rab9 promoter-luciferase reporter, luminescence, 24 h | 320,000 compounds, 2.8% hits | Potency, µM (doses to about 9.22 µM), without a hit: at the top dose activation, negative = inhibition, usual class: activators | AID 485297; note: potency is the fitted concentration of half-maximal effect; % of control where 0% means no effect; nearly all actives have a fitted effect of over 60% in size
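Luminescence read-out: Huh7 cells stably expressing Rab9-luciferase, treated 24 h with compound at 37 °C, then lysed with luciferase reagent for 10 min at ambient before reading.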
RORgamma inh: blocks mouse ROR gamma transcriptional activity | AID 2551 | Potency, µM (doses to about 53.6 µM), for the others: top-dose activity change, negative = inhibition, actives largely listed as inhibitors | 310,000 compounds, 5.4% hits | P51450 | Drosophila S2 Gal4-RORgamma UAS-luciferase reporter, 20 h; note: potency is the fitted concentration of half-maximal effect; % is set by controls: 0 for no effect and ±100 for the full control effect; nearly all actives have a fitted effect of over 60% in size
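Drosophila Schneider cells stably carrying a metallothionein-driven Gal4 DBD–ROR gamma fusion and a UAS-Photinus luciferase reporter were exposed to compound for 1 hr, then induced with copper sulfate (700 uM final) for 20 hr at ambient temperature before luminescence reading.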
Mito fusion yeast: blocks mitochondrial division or promotes mitochondrial fusion; S. cerevisiae fusion-defective mutant growth rescue, CellTiterGlo 48 h; Potency, µM (highest dose often 46.1 µM), for the others: top-dose growth rescue (activation), hits mostly activators; 320,000 compounds, 0.23% hits; AID 485298;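 note: potency is the fitted concentration of half-maximal effect; % of control where 0% means no effect; nearly all actives have a fitted effect of over 45% in size; temperature-sensitive fusion mutants such as fzo1-1 at 37 °C on non-fermentable ethanol glycerol medium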
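Growth-rescue viability read-out: after 48 h at the non-permissive 37C in glycerol/ethanol YPEG, yeast mitochondrial fusion mutants are measured by CellTiterGlo luminescence; compounds (23 nl pinned per well) restoring growth score as division inhibitors or fusion activators.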
The depositor's hits bear a star; ? = inconclusive; / = not tested or not shown; & = joins results of further samples; [ ] = remark or other dose. Unless noted, calls come from the whole dose curve; as a rule, active = well fitted curve in the direction sought with a large enough effect; inconclusive = small, poorly fitted or top-dose-only effect, or another doubt; inactive = no such curve, though single readings can be large; an effect the other way counts as inactive or inconclusive. This is a subset (hit frequency here may not be typical).

SMILES | MBNL1 CUG block | NPC1 prom act | ELG1 DNA repair | PKM2 act | Menin-MLL TR inh | FLuc counter | KCNH2 3.1 inh | VP16 counter | Rab9 promoter act | RORgamma inh | Mito fusion yeast
Cc1onc(-c2ccccc2Cl)c1C(=O)OCC(=O)c1ccccc1 | 4% | -3% | -2% | 2% | / | ? | -5 | 19% | -4% | 14% | 11%
CN(Cc1cnccn1)C(=O)CC1C(=O)NCCN1CC(c1ccccc1)c1ccccc1 (centres undefined) | -5% | 0% | 7% | 0% | -9% | -2% | 6 | 19% | 1% | 3% | -5%
Cc1ccc(C(=O)OCCc2sc[n+](Cc3ccccc3)c2C)cc1 | -7% | 0% | -1% | 13% | -7% | 1% | -8 | 2% | 2% | 93% | 0%
Cc1ccc(NC(=O)C/C(N)=N/OC(=O)Nc2cccc(Cl)c2)cc1 | / | 1% | 17% | / | / | -3% | 1 | / | -10% | / | 3%
O=C(CSc1nnc(CNC(=O)c2cccs2)o1)c1ccc(Cl)cc1 | 2% | -3% | ? | 11% | 8% | -1% | 3 | -9% | -15% | -3% | 2%
O=C(NC1(C(F)(F)F)N=C2SCCN2C1=O)c1cccnc1 (centres undefined) | 6% | 2% | 9% | -5% | 25% | 1% | 4 | -8% | -7% | 0% | -1%
COC(=O)c1ccc(Cl)c(NC(=O)CN2CCOCC2)c1 | -7% | 7% | 17% | -6% | -5% | -14% | -3 | 13% | 1% | 1% | 1%
CC1(C)N([O-])C2=C(c3ccccc3C2=O)[N+](=O)C1(C)C | ? | 0% | 0% | -7% | 2% | -1% | 15 | 4% | -6% | -26% | 5%
CN1CC(=O)NC1=NC(=O)C12CC3CC(CC(C3)C1)C2 | 8% | -6% | -16% | -5% | 10% | 2% | -5 | 4µM* | 2% | 2.2µM* | 23%
CCOC(=O)Cc1csc(NC(=O)NC2(C(F)(F)F)Oc3ccccc3O2)n1 | -10% | -7% | ? | -2% | 1% | -8% | 17 | -19% | -3% | -27% | -1%
CC1=C(C(=O)OCc2ccccc2)N2C(=O)[C@@H](NC(=O)COc3ccccc3)[C@H]2SC1 | 1% | 3% | ? | 1% | -2% | -1% | -8 | -10% | 1% | ? | -3%
COc1cccc2cc(C(=O)NCc3ccc(F)cc3)c(=N)oc12 | 24% | 0% | 23% | -8% | -18% | 8.5µM* | -8 | -7% | -2% | 19% | -2%
CCOc1ccc(NC(=O)CSc2nc3cccnc3n2CCOC)cc1 | -11% | 3% | -19% | -2% | 3% | 8% | 9 | 7% | 0% | -23% | -4%
CCOC(=O)N1CCC(N2CCN(Cc3ccc(C)o3)C(CCO)C2)CC1 (centres undefined) | -5% | -3% | 18% | 1% | 2% | 0% | 5 | 2% | -5% | 2% | -10%
COc1ccc(-c2csc(NC(=O)COC(=O)Cc3ccc(Cl)cc3Cl)n2)cc1 | -9% | ? | ? | -4% | ? | ? | / | 4% | ? | ? | -2%
Cc1ccnc(NC(=O)CCCOc2ccccc2)c1 | -1% | -5% | 16% | -2% | -1% | 4% | -2 | 8% | 1% | 4% | 7%
COc1cc(C[C@H](C)[C@H](C)Cc2ccc3c(c2)OCO3)ccc1O | -6% | -4% | 15% | 1% | / | -1% | -26 | -12% | -3% | -31% | -45%[inhibitor]
COC(=O)c1sc2nc(C)nc(SCC(=O)N3CCC(C(=O)O)CC3)c2c1C | 17% | 1% | 1% | -44% | -9% | -15% | -10 | 20% | 11% | -29% | 4%
Cc1ccc(S(=O)(=O)N2CCC(C(=O)NCc3ccccc3Cl)CC2)cc1 | 1% | 1% | -20% | ? | 2% | 1%&5% | -4 | -9% | -6% | 3% | 3%
COc1ccc(-c2nnc(C)c3nocc23)cc1 | ? | -5% | 2% | / | -9% | -16% | 4 | -15% | -10% | 20% | 3%
Cn1c(SCC(=O)NCc2ccc3c(c2)OCO3)nnc1-c1cccs1 | 2% | 0% | -9% | 0% | 4% | 2% | 0 | -4% | 0% | 15% | 1%
CC(C)(C)NC(=O)Cn1c(SCC(=O)NC2CCCC2)nc2ccccc21 | -6% | -3% | 9% | 2% | -10% | -1% | 0 | 1% | 1% | 2% | -5%
CCOC(=O)C1CCN(C(=O)COC(=O)c2oc3ccccc3c2C)CC1 | / | -3% | 16% | / | / | 4% | -26 | / | -8% | / | 4%
CCOC(=O)c1[nH]c2cc3c(cc2c1NC(=O)CN1CCCCC1C)OCO3 (centres undefined) | 12% | -1% | ? | -3% | -8% | -2% | / | -5% | -4% | 12% | 3%
O=C1OC2(CCCCC2)OC(=O)C1=CNc1nc2ccccc2s1 | 1% | 0% | ? | 10% | -1% | -12% | -9 | 4% | 3% | 30% | -4%
Cc1cccc(-c2nc3ccccc3c3nncn23)c1 | 10% | -2% | 5% | -3% | -7% | 5% | -13 | 1% | 5% | 0% | 0%
Cc1ccc(O)c(-c2cc3ccccc3[nH]2)c1 | 0% | 21% | ? | -2% | ? | 27µM* | -11 | ? | 17% | -10% | 16%
CC(=O)Nc1ccc(NS(=O)(=O)c2cc(C)sc2C)cc1 | 4% | 1% | -1% | 7% | 6% | 0% | 27 | 7% | -8% | 8% | -1%
CCCCc1c(O)c2ccccc2[nH]c1=O | 0% | -5% | -12% | -1% | 9% | -1% | 22 | 0% | -3% | 17% | 5%
CC(=O)c1ccc(OCc2cc(C(=O)N3CCCCCCC3)no2)cc1 | -8% | 14% | 16% | / | / | ? | -2 | ? | 28% | ? | 4%
C=CCc1cc(C=O)cc(OCC)c1OCc1ccc(Cl)cc1 | / | 1% | 5% | -3% | -9% | 4% | 5 | ? | -1% | ? | 12%
Cn1c(/C(C#N)=N/O)nc2ccccc21 | 21% | -1% | 5% | -14% | -1% | 1% | -15 | -24% | -4% | ? | -2%
O=C(CSc1nnnn1Cc1ccccc1)N1CCN(c2ccccc2)CC1 | -2% | 1% | -6% | -15% | -16% | 5% | -4 | 4% | -10% | 2% | 1%
COc1ccc(S(=O)(=O)n2oc(=O)cc2-c2ccccc2)cc1 | 8% | -1% | 1% | -6% | 10% | -17% | -26 | 1% | 2% | 5% | -2%
CCOC(=O)CNC(=O)Cn1cnc2sc(C)c(S(=O)(=O)N3CCC(C)CC3)c2c1=O | -12% | -3% | -8% | -10% | 4% | 3% | -5 | -1% | -2% | -2% | -4%
C/C(=C\c1ccc(Br)cc1)C(=O)c1c(C)cc(C)[nH]c1=O | 9% | -2% | 15µM* | 1% | -26% | 1% | -1 | 0% | -1% | ? | 4%
Cc1ccn2c(NC(=O)c3cccs3)c(-c3ccccc3)nc2c1 | -13% | 1% | ? | 2% | -11% | ? | 0 | 3% | -2% | 11% | -2%
CC(=O)N1N=C(c2ccccc2)CC1c1ccc2c(c1)OCO2 (centres undefined) | 2% | 0% | 17% | -4%[0.46 µM] | -11% | -6% | 19 | -5% | 1% | -13% | 7%
Cc1cc(C)cc(NC(=O)Cn2ncn3c(cc4ccccc43)c2=O)c1 | 40%[activator] | -1% | 25% | 1% | 4% | -2% | 6 | ? | -5% | ? | -1%
CC(C)COc1ccc(C(=O)Nc2ccc(NC(=O)c3ccco3)cc2)cc1 | -3% | 0% | 15% | / | / | 1% | -9 | -1% | 21% | -8% | 0%
COc1ccc(Nc2cc(C)nc3ncnn23)c(OC)c1 | 1% | 1% | ? | -1% | -4% | -10% | 12 | 14% | -7% | -45% | -2%
Nc1cc(=O)nc(SCC(=O)Nc2cccc3ccccc23)n1CCc1ccccc1 | 0% | -7% | -3% | 0% | 7% | 3% | 10 | -4% | 5% | 25% | 2%
Cc1ccccc1OCC(=O)Nc1ccccc1-c1ccccc1 | ? | 0.89µM* | ? | 5% | 16% | 4.8µM* | -1 | -28% | 0.89µM* | ? | -3%
CC(C)(CO)NC12CC3CC(CC(C3)C1)C2 | 2% | 0% | 9% | / | 8% | -1% | 9 | 3% | 2% | 18% | -5%
Cc1ccc(NC(=O)c2noc3c2CCc2ccccc2-3)cc1 | -3% | 4µM* | ? | -5% | -1% | 7.6µM* | -20 | 2% | 2.8µM* | 32% | 4%
CNC(=O)c1cccc2nc3ccccc3nc12 | ? | -3% | ? | -1% | / | 2% | 3 | -24% | 6% | ? | 10%
